Compound activity as filed in PubChem.
bCat KO growth: beta-catenin-lacking colon tumor cell growth suppression. 140,000 compounds, 1.5% hits. HCT116 beta-catenin knockout viability, CellTiter-Glo, 60 h; stronger effect = lower value. AID 818. viability, % at 10 µM;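 active means viability at or under a set limit, the compound median less 4 SD, cut at about 6% in these data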;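 further: 0% = Hyamine 1622 control at 20 µM and 100% = untreated cell control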
Phagocytosis inh: macrophage phagocytosis inhibition; J774A.1 macrophage IgG-bead phagocytosis, imaging; inhibition, % at 5 µM; 110,000 compounds, 0.07% hits;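 active means inhibition above the mean of the plate negative controls plus 5 SD, cut at about 13% in these data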;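 further: phagocytic index as fraction of beads internalized from green versus red external bead signal; plate controls were DMSO negative control for no effect and cytochalasin-D positive control for full effect; some results beyond the cut were filed as inactive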
NPY-Y2 antag: blocks the human neuropeptide Y Y2 receptor; inhibition, % at 2.7 µM; NPY-Y2 expressing cells, antagonist mode; P49146; 140,000 compounds, 0.99% hits; in the data active means inhibition above about 17%;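 further: 0% = vehicle with agonist challenge and 100% = reference antagonist with challenge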
Target sequence (P49146 whole entry, looked up): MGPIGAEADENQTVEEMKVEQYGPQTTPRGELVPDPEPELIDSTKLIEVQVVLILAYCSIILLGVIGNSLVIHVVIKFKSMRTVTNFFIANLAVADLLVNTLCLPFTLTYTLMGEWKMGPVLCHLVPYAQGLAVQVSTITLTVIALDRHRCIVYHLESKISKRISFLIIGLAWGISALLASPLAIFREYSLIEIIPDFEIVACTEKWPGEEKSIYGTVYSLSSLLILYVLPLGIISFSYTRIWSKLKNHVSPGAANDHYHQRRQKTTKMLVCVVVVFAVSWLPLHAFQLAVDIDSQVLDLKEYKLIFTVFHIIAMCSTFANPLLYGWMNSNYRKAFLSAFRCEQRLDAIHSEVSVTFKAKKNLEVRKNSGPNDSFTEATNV
MRP1 act: MRP-1 activation; H69AR cells + doxorubicin, viability rescue, CellTiter-Glo; viability increase, % at 10 µM; 140,000 compounds, 0.61% hits; AID 799;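 active means viability gain under doxorubicin at or above a set limit, the compound median plus 3 SD, cut at about 4.7% in these data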;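 further: MRP-1 overexpressing cells given doxorubicin 25 µM after compound pretreatment; 18-22 h compound pretreatment then 72 h with doxorubicin before readout; 0% = doxorubicin-only wells and 100% = vehicle-treated cells without doxorubicin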
GALR2 antag: antagonists of human galanin receptor 2 (GALR2) | 140,000 compounds, 0.39% hits | GALR2-expressing cells, antagonist mode | inhibition, % at 4 µM; in the data active means inhibition above about 27%;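 further: cells stimulated with galanin 1-16 at roughly its EC80; 0% = agonist challenge control and 100% = basal control without agonist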
Target sequence (O43603 whole entry, looked up): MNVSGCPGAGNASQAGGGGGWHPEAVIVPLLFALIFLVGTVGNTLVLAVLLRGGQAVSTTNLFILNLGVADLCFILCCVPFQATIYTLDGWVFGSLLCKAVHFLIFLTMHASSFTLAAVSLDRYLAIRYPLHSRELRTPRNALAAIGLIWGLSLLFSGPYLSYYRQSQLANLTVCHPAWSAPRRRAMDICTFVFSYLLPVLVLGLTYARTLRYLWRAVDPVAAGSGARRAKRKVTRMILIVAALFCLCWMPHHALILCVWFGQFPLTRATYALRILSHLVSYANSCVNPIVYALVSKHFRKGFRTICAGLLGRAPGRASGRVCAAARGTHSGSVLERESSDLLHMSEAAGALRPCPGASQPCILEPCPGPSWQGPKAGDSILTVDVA
Yeast growth inh: chemicals that inhibit yeast BB579 growth in restrictive medium (lifespan-shortening candidates) | S. cerevisiae BB579 growth, OD615, 48 h | inhibition, % at 10 µM | 140,000 compounds, 0.51% hits | AID 804;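 active means inhibition above a set limit, 3 SD over the mean compound inhibition, cut at about 44% in these data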; further: inactives centre near -24
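Assay system: S. cerevisiae DeaD strain BB579 yeast. Medium: CSMM-D restrictive synthetic medium containing dextrose (glucose). Times: 4 h cell preincubation, 48 h compound exposure, 30 °C humidified. Signal: OD615 turbidity measurement. Benchmarks: positive control amphotericin B 10 µg/mL.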
HCT116 PTEN-null: suppresses growth of cells with PTEN deletion | HCT116 PTEN-null viability, CellTiter-Glo, 60 h; stronger effect = lower value | viability, % at 10 µM | 140,000 compounds, 1.2% hits;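 active means viability at or below a set limit, 4 SD under the median of all tested compounds, cut at about 3.7% in these data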;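 further: PTEN knockout HCT116 line with beta catenin targeted HCT116 as companion control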
E-sel TNF inh: blocks E-selectin expression induced by TNF alpha. HUVEC TNFa-induced E-selectin immunofluorescence, high content. inhibition, % at 2 µM. 120,000 compounds, 0.71% hits. AID 1246;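 active means inhibition above the batch mean plus 3 SD, and confirmed as a hit on visual image review, cut at about 43% in these data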;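 further: 0% = TNF-stimulated DMSO wells and 100% = unstimulated control wells; not every result past the cut was called active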
Measles CPE: protection of cells from measles virus. Measles virus-infected cells, CPE protection, absorbance. protection (pct of control), % at 4 µM. 140,000 compounds, 1.5% hits. AID 841; in the data active means protection mostly above about 24%, no sharp cut-off; inactive means mostly below about 26%; further: some compounds called inactive have numbers as strong as hits
Yeast lifespan up: yeast lifespan extension | inhibition of the nicotinamide effect, % at 10 µM | S. cerevisiae growth with nicotinamide, OD615; deaD strain in restrictive glucose medium | 130,000 compounds, 0.68% hits;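 active means inhibition above a set limit, placed 3 SD over the median of all compounds, cut at about 26% in these data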;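 further: 0% = nicotinamide-treated wells and 100% = cells grown without nicotinamide; some compounds called inactive have numbers as strong as hits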
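System: DeaD-strain S. cerevisiae / Buffer or medium: CSMM-D, restrictive glucose (dextrose) synthetic minimal medium / Probe or stimulus: nicotinamide, 1.5 mM, co-present with compound / Compound: one concentration, 10 µM, DMSO 0.25% / Incubation: 48 h compound exposure at 30 °C, humidified / Technique: optical density (absorbance) at 615 nm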
The depositor's hits bear a star; · = no result given; [ ] = dose if it differs, or a comment.

SMILES	bCat KO growth	Phagocytosis inh	NPY-Y2 antag	MRP1 act	GALR2 antag	Yeast growth inh	HCT116 PTEN-null	E-sel TNF inh	Measles CPE	Yeast lifespan up
CC(C)CCNC(=O)c1cc(-c2ccco2)nc2ccccc12	67	·	33*	-3.0	0	-25	63	-1	7	-5
O=C(Nc1ccc(OC(F)F)c(Cl)c1)c1cccc(OC(F)F)c1	35	0	2	-1.9	8	-12	28	9	39	-17
COc1cc2ccccc2cc1C(=O)OCC(=O)N1CCOCC1	104	2	6	-0.5	4	-28	106	·	10	-9
Cc1ccc(CNC(=S)Nc2ccc(C)c([N+](=O)[O-])c2)cc1	94	-2	6	-0.7	9	12	93	·	·	-1
Cc1c(C(=O)Nc2ccccn2)oc2ccccc12	77	-1	5	-6.3	26	0	71	·	4	-28
COc1ccccc1CNS(=O)(=O)c1cc(C)ccc1OC	91	0	3	-2.6	7	-32	97	20	5	-6
CC(C)NC(=O)COC(=O)c1ccc(Cl)c(S(=O)(=O)N2CCCC2)c1	108	·	-2	0.2	5	-69	108	0	16	0
N#Cc1nc(-c2ccccc2)oc1N1CCCCC1	75	0	6	-2.2	3	2	86	-27	4	-24
CC(=O)c1cccc(NC(=O)N2CCC(c3nnc(SCC(N)=O)n3C)CC2)c1	95	0	1	-0.9	4	-1	98	21	1	-12
CC(C(=O)NC1=NCCS1)(C(F)(F)F)C(F)(F)F	102	-1	2	0.5	10	-47	94	9	22	-4
Cc1cccc(C)c1NC(=O)c1sccc1SCC#N	100	2	3	-1.3	5	-28	87	10	4	-9
CCOc1cc(/C=N\NC(N)=O)cc(Br)c1OC(C)C	81	4	2	-3.2	-1	-17	81	·	10	-5
Cc1ccc(N2CCN(c3ccc(NC(=O)CCC(=O)O)cc3)CC2)cc1	92	-1	3	-1.7	-2	-13	107	4	6	-1
COc1ccc(S(=O)(=O)Nc2nc3ccccc3nc2NCc2ccc3c(c2)OCO3)cc1	81	-1	3	1.4	3	-26	87	·	9	3
N#C/C(C(=O)c1ccccc1)=C1/SC=C(N)N1c1ccccc1	97	7	-1	-3.0	1	-25	92	21	4	12
Cc1cccc(-n2nc(C(=O)c3ccco3)cc(-c3nc4ccccc4[nH]3)c2=N)c1	60	0	-6	0.5	10	-25	55	·	9	-2
CCc1cc2c(N3CCN(c4nnc(CC)s4)CC3)ncnc2s1	72	0	1	-1.2	1	-34	81	16	3	-10
CCOc1ncccc1C(=O)OCC(=O)N1CC(=O)Nc2ccccc21	99	4	3	-0.6	-15	7	94	13	9	-6
CC1(C)CC(=O)C(C=N)=C(O)C1	82	-1	0	-3.1	6	-7	95	·	3	2
CCC(Sc1nc(-c2ccccc2)cc(=O)[nH]1)C(=O)O (stereo not given)	89	-2	2	-0.9	-5	-40	94	·	17	-8
O=C(/C=C/c1cccc(Cl)c1)NCCc1ccccc1	102	·	6	0.0	0	-26	107	·	-1	-2
O=C(O)c1cc([N+](=O)[O-])ccc1N1CCCCC1	96	4	0	-1.4	1	-6	108	·	21*	4
COc1ccc(C(=O)/C=C(\C)Nc2ccc(NC(C)=O)cc2)cc1	104	0	-1	-3.1	4	-21	89	39	5	-23
O=C(/C=C/c1ccc(Cl)c(Cl)c1)NCc1ccco1	95	-2	3	0.8	2	-31	98	-5	9	-7
O=C(Nc1ccccc1)N1CCN(c2ccccn2)CC1	98	-4	0	0.3	-8	-14	97	-18	12	-2
C=C(C)COc1ccc(-c2nc(N)ncc2-c2ccc(OC)cc2)c(O)c1	42	0	7	-1.6	-8	-93	35	-18	5	3
CC(=O)NC(=S)Nc1sc2c(c1C#N)CCCCC2	85	-1	1	-1.5	-11	4	94	·	15	3
CN(c1ccc(C(=O)Nc2ccccc2Sc2ccccc2)cc1)S(C)(=O)=O	79	·	3	-4.0	4	-42	68	11	38	-20
Cc1ccccc1/C=c1\s/c(=C\C(=O)C(C)(C)C)[nH]c1=O	24	2	24*	-4.2	8	-21	28	-5	2	-10
CCCC1=C(C(=O)OCC)C(c2cc(Cl)cc(OC)c2OCC(=O)OCC)NC(=O)N1 (stereo not given)	90	-1	12	-1.3	-3	4	94	4	6	-10
Cc1cc(C)n(-c2nc3c(c(=O)[nH]c(=O)n3C)n2CC(C)C)n1	101	-2	1	-0.4	2	9	92	-4	8	-13
O=c1/c(=C\c2ccc(O)cc2)sc2n1C(c1ccccc1)C(c1ccccc1)=NN=2 (stereo not given)	95	·	6	-4.9	7	-56	90	-34	21	1
CCOC(=O)c1ccc(-n2c(N)c(C(=O)NCc3ccco3)sc2=S)cc1	74	·	0	-4.6	4	10	83	2	51*	-33
COc1ccc(Nc2cc(=O)oc3ccccc23)cc1	29	-1	4	-4.6	-10	-21	30	·	26	-5
Cc1ccc(Nc2nc(N)nc(CN3CCCCCC3)n2)c(C)c1	72	-1	7	-3.5	2	-22	80	-6	5	-26
CCOC(=O)c1cnc2c(C(=O)OC)cccc2c1NCc1ccco1	65	·	7	-4.0	-14	-23	72	19	16	-2
C=CCNc1sc(C(=O)C2CC2)c(N)c1C#N	102	0	-1	-0.9	-9	4	100	·	9	-9
O=C(NC1CCCC1)c1sc(=S)n2c1[nH]c(=O)c1ccccc12	69	1	3	-1.6	-2	-20	69	-16	14	-18
CCn1ncc(C(=O)Nc2cc(C)on2)c1C	104	·	1	0.7	-2	-53	95	4	6	-19
CC1(C)CC(=O)c2cc(OCC(=O)NCCCN3CCN(c4ccc(F)cc4)CC3)ccc2O1	29	-1	2	-3.4	0	-16	35	·	4	-14
COc1ccc(S(=O)(=O)Cc2ccc(C(=O)N3CCN(c4cc(Cl)ccc4C)CC3)o2)cc1	77	·	11	-1.6	-2	-21	75	·	3	-6
O=C(NCc1cccs1)c1ccccc1	102	0	-2	-0.6	12	-14	96	52	11	-5
O=C(NCc1ccccc1)c1ccc2c(c1)C(=O)N(CC1CCCO1)C2=O (stereo not given)	76	-2	0	-0.4	13	-34	87	-21	5	-11
c1ccc(CN2CCN(C3=Nc4cccc5cccc3c45)CC2)cc1	14	·	2	-5.7	-1	-46	13	-3	7	-3
COc1ccc(NC(=O)NC(C)(C(F)(F)F)C(F)(F)F)cc1	92	·	3	-1.4	-6	-12	89	·	25	-10
COc1ccc(-n2c(C)cc(/C=N/Nc3nc(N4CCOCC4)nc(N4CCOCC4)n3)c2C)cc1	96	-4	-1	-2.6	10	0	94	11	6	10
CCN(CC)c1ccc(/C=C2/SC(=O)N(C(C)C)C2=O)o1	5.6*	-3	7	-5.2	45*	8	5	·	10	5
Nc1nnc(CC2=CCCCC2)s1	93	0	-2	-0.8	1	-29	97	-19	2	-14
CC1(C)CC2CC(C)(CN2CC(=O)C(C#N)c2ccccc2)C1 (stereo not given)	88	-1	1	-1.7	1	-34	92	·	5	4
CCOC(=O)Cn1c(=NC(=O)c2cccs2)sc2cc(C(=O)OC)ccc21	95	·	4	-3.1	-1	-28	97	·	12	0

Next section
SMILES	bCat KO growth	Phagocytosis inh	NPY-Y2 antag	MRP1 act	GALR2 antag	Yeast growth inh	HCT116 PTEN-null	E-sel TNF inh	Measles CPE	Yeast lifespan up
O=C1N[C@@H](Cc2ccccc2)C(=O)N1CCN1CCOCC1	101	0	3	-0.7	-1	-30	113	10	3	6
CCOc1ccc(-n2cc(C(=O)N3CCC(C)CC3)c3cc(OC)c(OC)cc3c2=O)cc1	96	2	0	0.7	4	3	81	-11	1	-10
CCCCn1c2nc3ccccc3nc2c2c(=O)n(CCC(C)C)cnc21	100	0	-2	-0.7	-5	-32	104	19	3	-5
CCN(CC)CCCNC(=O)c1ccc(Cl)c(S(=O)(=O)Nc2ccccc2OC)c1	91	-1	-2	-4.8	6	-5	97	·	6	-31
COC(=O)C1C(=O)C=C(Nc2ccc(F)cc2F)CC1c1ccc(OC)cc1 (stereo not given)	91	-1	5	-2.7	-23	-1	93	1	15	8
CCCC(=NCCc1c(C)[nH]c2ccccc12)C1=C(O)CC(c2ccccc2)CC1=O (stereo not given)	18	4	0	0.6	9	-30	18	-15	4	7
COc1ccc(-n2nnc3c(=O)n(CC(=O)N4CCC(C)CC4)cnc32)cc1	83	0	3	-2.2	-2	13	97	·	0	-10
CCC1CCCCN1C(=S)Nc1ccc(OC(F)F)cc1 (stereo not given)	93	·	2	2.2	8	-16	91	·	·	6
c1ccc(N2CCN(c3nnnn3-c3ccccc3)CC2)cc1	84	-1	2	0.0	6	-54	88	-23	7	-13
Cc1csc(SCC(=O)Nc2ccccn2)n1	108	0	0	-0.4	0	-32	98	-4	10	-10
Cc1ccccc1C(=O)O/N=C/c1c(N2CCOCC2)n(C)c2ccccc12	20	23*[artifact]	-1	-4.0	-1	79*	17	-29	5	-31
Cc1cccc(/C=N/NC(=O)Cn2nccc2C)n1	91	-7	0	-1.7	-14	9	104	-6	8	6
CC(C)(C)c1cnnn1-c1ccc(C=O)cc1	82	·	2	-6.0	1	-8	83	12	-2	·
COc1cc(/C=C2\N=C(c3ccccc3)OC2=O)ccc1OCc1c(C)no[n+]1[O-]	92	-8	3	-0.7	-1	-46	89	-23	9	1
O=C(O)c1cccc(N2C(=O)C3CC=C(Cl)CC3C2=O)c1 (stereo not given)	92	0	2	10*	3	4	96	·	3	3
Cc1csc(NC(=O)CSc2nnc(-c3ccncc3)o2)n1	98	0	1	-2.5	1	-19	104	-21	4	-4
O=C1CCCc2nc(N3CCN(Cc4ccccc4)CC3)ncc21	92	0	-1	-0.7	6	-27	76	-9	18	-13
Cn1nc(C(F)(F)F)c(/C=N/OC(=O)c2ccccc2)c1SCc1ccc(Cl)cc1	49	2	0	-1.8	-11	-42	61	·	39	-4
Cc1nn(Cc2c(Cl)cccc2Cl)c(C)c1NC(=O)CCCn1nc([N+](=O)[O-])c(Cl)c1C	84	1	3	1.5	-3	-36	90	·	44	-6
O=C(NCCN1C(=O)S/C(=C/c2ccccc2)C1=O)C1CCCN1C(=O)c1cccs1 (stereo not given)	78	-7	1	7.5*	24	-33	84	11	11	-5
C(=N/n1c2ccccc2c2ccccc21)/c1ccco1	83	9	1	-1.6	-6	-19	82	-14	26	-19
Cn1c(Cn2nnc(-c3ccccc3)n2)nnc1SCc1ccccc1Cl	97	1	13	-0.5	-4	-58	94	16	8	-9
Cn1c(SCc2ccc3c(c2)OCO3)nnc1-c1ccccc1	99	-1	3	-2.4	-4	-44	91	-2	5	-13
CC1(C)C=C(c2ccc(O)cc2)CC(C)(C)N1	89	-1	0	-0.6	1	-58	94	·	5	-6
Nc1nc(CSC(=S)N2CCN(c3ccccc3)CC2)nc(Nc2ccc(F)cc2)n1	61	-1	3	-3.7	1	-26	58	-3	18	1
COc1ccc(Br)cc1CN(C)CC(=O)Nc1c(Cl)cccc1Cl	74	2	10	-1.1	4	-61	74	68*	25	3
